Source: PubChem BioAssay (several laboratories)
NPR2 activator: GC-B (human) receptor activation. P20594. HEK293-GC-B cells, CNP EC30, cGMP TR-FRET; 0% at EC30 CNP, 100% saturating CNP. activation, % at 10 µM. AID 1920062. 370,000 compounds, 0.11% hits;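 active = activation at 10 µM reaching about 35% in either raw or pattern-adjusted values, limit read from the data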
GAA850 FXN act: frataxin GAA850 promoter activation; activation, % at 6 µM; 360,000 compounds, 0.56% hits; HEK293 lucGAA850 FXN promoter luciferase reporter, 24 h; percent of 10 µM SAHA response;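 active = activation above the average of all compounds screened plus 3 SD, cutoff fixed separately per campaign, cut at about 7.5% in these data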;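 note: 0% = DMSO wells and 100% = 10 µM SAHA wells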
rCAG RNA binder: binds r(CAG) RNA repeats. 370,000 compounds, 1.3% hits. inhibition, % at 3 µM. r(CAG) RNA repeat, TO-PRO-1 dye displacement fluorescence;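 active = inhibition above the plate cutoff, the mean of all test compounds on that plate plus 3 SD, cut at about 35% in these data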;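 note: 0% = DMSO alone and 100% = 100 µM mitoxantrone as full dye displacement; higher means more dye released from RNA so lower well fluorescence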
GC-A act: GC-A (human) enzyme activation | HEK293 GC-A cells, cGMP TR-FRET, EC30 ANP; 0% at EC30 ANP, 100% saturating ANP | activation, % at 10 µM | 370,000 compounds, 0.14% hits | AID 1671463; in the data active = activation above about 40%
sPLA2-III inh: Blocks human group III sPLA2 activity; Q9NZ20; QFRET BODIPY PC-A2 liposome hydrolysis, fluorescence; inhibition, % at 12.2 µM; 370,000 compounds, 0.56% hits;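 active = inhibition above mean plus 3 SD of compounds lying within the high and low control bounds, cut at about 19% in these data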;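 note: 0% = median of test compound wells and 100% = no enzyme DMSO wells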
Target sequence (Q9NZ20 whole entry, looked up): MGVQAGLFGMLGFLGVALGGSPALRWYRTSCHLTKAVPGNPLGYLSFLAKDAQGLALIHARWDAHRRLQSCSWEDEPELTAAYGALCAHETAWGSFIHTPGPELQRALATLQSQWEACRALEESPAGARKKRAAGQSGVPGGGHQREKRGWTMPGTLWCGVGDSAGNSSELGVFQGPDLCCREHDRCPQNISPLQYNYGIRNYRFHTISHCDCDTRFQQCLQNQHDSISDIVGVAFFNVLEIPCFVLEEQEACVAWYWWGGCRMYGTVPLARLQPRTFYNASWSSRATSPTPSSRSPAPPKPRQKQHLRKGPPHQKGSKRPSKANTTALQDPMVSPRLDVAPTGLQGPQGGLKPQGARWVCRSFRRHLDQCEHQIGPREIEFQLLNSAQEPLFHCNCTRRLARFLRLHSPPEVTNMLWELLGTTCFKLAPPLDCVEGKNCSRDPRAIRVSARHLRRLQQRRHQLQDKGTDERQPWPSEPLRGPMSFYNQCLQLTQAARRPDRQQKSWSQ
ADAM10 inh: inhibits human ADAM10 | O14672 | recombinant ADAM10, EDANS/DABCYL FRET peptide cleavage, 3 h | inhibition, % at 7 µM | 370,000 compounds, 0.62% hits | AID 720582;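 active = inhibition above a per-campaign cutoff equal to the mean of compounds falling between control-based bounds plus 3 SD, cut at about 20% in these data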;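 note: 0% = DMSO wells while the 100% control is not disclosed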
ASAP1 inh: inhibitors of human ASAP1 ArfGAP activity. Q9ULH1. ASAP1-stimulated ARF1 GTP hydrolysis, GDP FP detection. inhibition, % at 16.5 µM. 360,000 compounds, 0.19% hits. AID 624377; in the data active = inhibition above about 25%;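 note: 0% = vehicle with enzyme and substrate and 100% = no enzyme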
Target sequence (Q9ULH1 325-724 limits assumed): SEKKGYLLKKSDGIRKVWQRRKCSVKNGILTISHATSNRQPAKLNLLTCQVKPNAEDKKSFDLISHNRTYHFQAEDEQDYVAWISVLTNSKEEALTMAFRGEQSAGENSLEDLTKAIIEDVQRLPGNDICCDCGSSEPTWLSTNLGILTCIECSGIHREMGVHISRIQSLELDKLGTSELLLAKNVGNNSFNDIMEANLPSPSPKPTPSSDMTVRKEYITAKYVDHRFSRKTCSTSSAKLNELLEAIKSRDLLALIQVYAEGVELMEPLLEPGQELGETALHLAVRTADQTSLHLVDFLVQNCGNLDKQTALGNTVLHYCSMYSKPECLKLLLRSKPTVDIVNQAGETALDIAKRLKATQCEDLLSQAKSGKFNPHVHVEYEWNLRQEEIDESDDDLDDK
ARFGAP1 inh: inhibitors of rat ARFGAP1; Q62848; 360,000 compounds, 0.26% hits; Arfgap1-stimulated ARF1 GTP hydrolysis, GDP FP detection; inhibition, % at 16.5 µM;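 active = inhibition above a per-plate limit, mean inhibition of low control wells plus 3 SD, cut at about 25% in these data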;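 note: 0% = DMSO wells with enzyme and 100% = wells lacking Arfgap1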
Target sequence (Q62848 1-136 limits assumed): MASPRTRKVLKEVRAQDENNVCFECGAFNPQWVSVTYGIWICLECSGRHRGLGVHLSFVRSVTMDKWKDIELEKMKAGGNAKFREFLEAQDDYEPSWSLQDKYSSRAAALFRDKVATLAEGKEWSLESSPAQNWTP
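Material: truncated rat Arfgap1 GAP domain; Incubation: compound-enzyme preincubation 20 min, reaction 120 min, detection 60 min, 25 °C; Read-out: percent inhibition of Arfgap1-stimulated GTP hydrolysis; Technique: FP, GDP Alexa 633 tracer displaced from anti-GDP antibody, 620/688 nm; Controls: No-Arfgap1 wells (100%) versus DMSO full-reaction wells (0%); Replication: single well per compound.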
Tn6 DDE FP: inhibitors of Tn6 peptide binding to human fibrin DD(E); P02675; Fibrin DD(E) TRITC-Tn6 fluorescence polarization displacement; inhibition, % at 8.3 µM; 370,000 compounds, 0.21% hits; AID 720509;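 active = inhibition above a per-campaign cutoff: mean of compounds within control limits plus 3 SD, cut at about 15% in these data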;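 note: 0% = median of all compound wells on the plate and 100% = blocking peptide control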
KLK7 zymogen act: activators of human kallikrein-7 zymogen. purified proKLK7, EDANS-DABCYL substrate fluorescence; 100% is mature enzyme control, 0% vehicle. activation, % at 7 µM. 370,000 compounds, 0.9% hits. AID 652039;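 active = activation above the mean of all tested compounds plus 3 SD, computed per campaign excluding outliers beyond control limits, cut at about 13% in these data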
Numbers without * were called inactive; / = not tested or not shown.

SMILES | NPR2 activator | GAA850 FXN act | rCAG RNA binder | GC-A act | sPLA2-III inh | ADAM10 inh | ASAP1 inh | ARFGAP1 inh | Tn6 DDE FP | KLK7 zymogen act
CC(=O)Nc1ccc(NC(=O)c2ccc(OCc3c(C)noc3C)cc2)cc1 | 4 | 1.4 | 0 | 2 | 6 | -16 | -14 | 1 | 2 | 0.1
COc1ccccc1CCN=C(N)NS(=O)(=O)c1cc(F)ccc1F | 2 | 0.3 | 2 | 3 | -6 | 5 | 5 | -4 | 2 | -0.4
O=C(Nc1cccc(F)c1)Nc1nnc([C@@H]2O[C@H](CO)[C@@H](O)[C@H]2O)s1 | 1 | 0.5 | 3 | -1 | -3 | -10 | 9 | -4 | -3 | -0.3
O=C(COn1nnc2ccc(Cl)cc21)NCc1ccccc1 | -2 | 1.6 | -4 | -3 | 4 | -2 | 13 | 0 | -4 | 0.1
COc1cc(OC)cc(-c2noc([C@@H]3O[C@H](CO)[C@H](O)[C@H](O)[C@H]3O)n2)c1 | 5 | -0.5 | 2 | 5 | 6 | -2 | 4 | -3 | 4 | 0.8
COc1ccccc1NC(=O)NC(=O)N(C(C)C)S(C)(=O)=O | -4 | -2.5 | 3 | 0 | 7 | 16 | 0 | -3 | -3 | 0.4
COc1cc(NC(=S)Nc2ccc(OC(F)F)cc2)cc(OC)c1 | 2 | -1.9 | 7 | -1 | 10 | 3 | 3 | 2 | 1 | -0.4
Cc1ccc(C)c(C(C)NC(=O)C2CCCC2)c1 (stereo not drawn) | 6 | -1.4 | -3 | 2 | 13 | 10 | 13 | -5 | 3 | 0.2
Cc1nn(CC(=O)N(C)C2CCS(=O)(=O)C2)c(C)c1S(=O)(=O)N(C)C (stereo not drawn) | 3 | -1.4 | 0 | 0 | 8 | -7 | 4 | 2 | 1 | -0.4
O=c1oc2ccccc2cc1-c1ccc(O)cc1 | 0 | 6.4 | 2 | 2 | -18 | -19 | -1 | -8 | 6 | 0.4
CCS(=O)(=O)N1CCN(C(=O)c2ccccc2)CC1 | 0 | 3.9 | 0 | -3 | -3 | 2 | 5 | -2 | 3 | 0.2
O=C(NCc1ccccc1)C1c2ccccc2OCC(=O)N1C1CC1 (stereo not drawn) | -9 | / | 1 | -5 | 9 | 1 | -2 | -1 | -6 | 0.3
C/C(CC(=O)Nc1ccc(N(C)C)cc1)=N\NC(=O)c1ccc(C(C)(C)C)cc1 | 1 | 0.7 | 0 | 1 | -7 | 0 | -12 | -6 | 2 | -0.4
CC1=C(C(N)=O)C(c2ccc(Cl)cc2Cl)n2ncnc2N1 (stereo not drawn) | 8 | -2.5 | 2 | 7 | 4 | -4 | 7 | -5 | -1 | 0.1
O=c1oc(CCCO)cc2ccc(C#Cc3ccsc3)cc12 | -14 | 3.6 | 6 | 2 | -21 | -282 | -12 | -4 | -5 | -3.1
CCCCOCCCNC(=O)c1cccs1 | 4 | 0.1 | 1 | 2 | 1 | 5 | 0 | -7 | -4 | -0.6
Cc1ccc(CNS(=O)(=O)c2cc(F)ccc2CN2C(=O)c3cccnc3C2=O)o1 | 0 | 0.0 | 0 | 0 | 7 | -1 | -7 | -8 | 3 | -0.7
Cc1nnc(SCC(=O)Nc2ccc(Cl)cn2)n1Cc1ccccc1 | -3 | -2.0 | -4 | -2 | -3 | -1 | -2 | -1 | 7 | -0.5
O=C1N(Cc2cccc(Cl)c2)C[C@@H]2C[C@@H](c3cccc4cccnc34)N3CCC[C@@]123 | -20 | -0.2 | -5 | -36 | 2 | 0 | 4 | 15 | 5 | 0.3
COc1ccc(CNC(=O)Cn2cc(C(F)(F)F)ccc2=O)cc1OC | 3 | 0.9 | -3 | 4 | -2 | -2 | 11 | -1 | 4 | 0.5
Cc1ccc(C2=N/C(=C\c3cccc(F)c3)C(=O)O2)cc1 | -5 | 1.0 | 3 | -11 | 1 | 1 | 12 | 5 | -2 | -0.3
CC(NC(=O)c1cc([N+](=O)[O-])cc([N+](=O)[O-])c1)c1ccc(-n2ccnc2)cc1 (stereo not drawn) | -4 | -1.1 | -2 | -1 | 1 | -4 | 3 | -7 | 4 | 0.2
CCC1Nc2ncnc(N3CCc4ccccc4C3)c2N(Cc2ccc(Cl)cc2)C1=O (stereo not drawn) | -10 | 1.2 | 8 | -9 | -14 | -5 | -2 | -3 | 5 | 1.1
CCN1/C(=C/C(C)=O)Sc2ccc(OC)cc21 | -1 | -1.8 | 2 | -2 | 1 | -13 | 13 | 0 | -7 | 0.5
Cn1cnc([N+](=O)[O-])c1Sc1ccncn1 | 6 | -0.6 | 3 | 3 | 2 | -10 | 0 | -1 | -1 | -0.1

Sorted by count of non-hydrogen atoms (highest first): some entries from above.
SMILES | NPR2 activator | GAA850 FXN act | rCAG RNA binder | GC-A act | sPLA2-III inh | ADAM10 inh | ASAP1 inh | ARFGAP1 inh | Tn6 DDE FP | KLK7 zymogen act
Cc1ccc(CNS(=O)(=O)c2cc(F)ccc2CN2C(=O)c3cccnc3C2=O)o1 | 0 | 0.0 | 0 | 0 | 7 | -1 | -7 | -8 | 3 | -0.7
CC(=O)Nc1ccc(NC(=O)c2ccc(OCc3c(C)noc3C)cc2)cc1 | 4 | 1.4 | 0 | 2 | 6 | -16 | -14 | 1 | 2 | 0.1
COc1cc(OC)cc(-c2noc([C@@H]3O[C@H](CO)[C@H](O)[C@H](O)[C@H]3O)n2)c1 | 5 | -0.5 | 2 | 5 | 6 | -2 | 4 | -3 | 4 | 0.8
Cc1nn(CC(=O)N(C)C2CCS(=O)(=O)C2)c(C)c1S(=O)(=O)N(C)C (stereo not drawn) | 3 | -1.4 | 0 | 0 | 8 | -7 | 4 | 2 | 1 | -0.4
COc1cc(NC(=S)Nc2ccc(OC(F)F)cc2)cc(OC)c1 | 2 | -1.9 | 7 | -1 | 10 | 3 | 3 | 2 | 1 | -0.4
O=c1oc(CCCO)cc2ccc(C#Cc3ccsc3)cc12 | -14 | 3.6 | 6 | 2 | -21 | -282 | -12 | -4 | -5 | -3.1
CC1=C(C(N)=O)C(c2ccc(Cl)cc2Cl)n2ncnc2N1 (stereo not drawn) | 8 | -2.5 | 2 | 7 | 4 | -4 | 7 | -5 | -1 | 0.1
CCS(=O)(=O)N1CCN(C(=O)c2ccccc2)CC1 | 0 | 3.9 | 0 | -3 | -3 | 2 | 5 | -2 | 3 | 0.2
Cc1ccc(C)c(C(C)NC(=O)C2CCCC2)c1 (stereo not drawn) | 6 | -1.4 | -3 | 2 | 13 | 10 | 13 | -5 | 3 | 0.2
CCN1/C(=C/C(C)=O)Sc2ccc(OC)cc21 | -1 | -1.8 | 2 | -2 | 1 | -13 | 13 | 0 | -7 | 0.5
CCCCOCCCNC(=O)c1cccs1 | 4 | 0.1 | 1 | 2 | 1 | 5 | 0 | -7 | -4 | -0.6

Other structures.
SMILES | NPR2 activator | GAA850 FXN act | rCAG RNA binder | GC-A act | sPLA2-III inh | ADAM10 inh | ASAP1 inh | ARFGAP1 inh | Tn6 DDE FP | KLK7 zymogen act
CCOC(=O)C1C(C)=CC(=O)CC1c1ccco1 (stereo not drawn) | 0 | -0.4 | 0 | 8 | -3 | -4 | -6 | 3 | 2 | -0.2
O=C(CSc1ncn[nH]1)N(C1CCCCC1)C1CCCCC1 | -4 | -2.2 | -4 | -8 | -39 | 2 | 1 | -3 | 0 | 0.3
Cc1nc2nc(NC(=O)c3ccco3)[nH]n2c(=O)c1C | 2 | 1.6 | 2 | -2 | 7 | 4 | -6 | -12 | 2 | -0.3
Cc1ccc(C2C(/C=C3/SC(=S)NC3=O)=C(c3cccs3)Oc3ccccc32)cc1 (stereo not drawn) | 25 | 0.9 | 80* | -16 | -23 | 20* | 4 | -16 | -4 | -0.2
O=P(OCC1CCCO1)(OCC1CCCO1)OCC1CCCO1 (stereo not drawn) | 1 | -0.8 | 3 | -2 | 0 | -7 | -10 | 1 | -3 | -0.9
CCOc1cc(C2NC(=O)N(C)C(C)=C2[N+](=O)[O-])ccc1OC(C)=O (stereo not drawn) | -12 | -1.1 | 1 | -1 | -14 | -22 | -5 | -10 | 8 | 0.2
N#C/C(=C\c1c[nH]c2ccccc12)C(=O)Nc1ncc(Cc2ccc(Cl)cc2Cl)s1 | 3 | 0.8 | 10 | 1 | -6 | -3 | 1 | -1 | -1 | -1.0
C=CCSc1nc2sc(C)c(C)c2c(=O)[nH]1 | 6 | -0.3 | 0 | 2 | -3 | -7 | 8 | -4 | 7 | -0.7
O=C1OCCC1=CN1CCCCC1 | -4 | 0.1 | 1 | 3 | 7 | -11 | 10 | 1 | -4 | -1.1
CCCn1c(CCNc2nc(-c3cccc(Br)c3)cs2)nc2ccccc21 | -6 | -0.9 | 7 | -8 | -10 | 11 | 13 | 14 | -1 | 0.2
C=CCn1c(Cc2ccccc2)nnc1SCc1nc2ccccc2c(=O)[nH]1 | -2 | 0.1 | 5 | -3 | 7 | 7 | -2 | -2 | 1 | -0.6
O=c1[nH]c(Cc2cccs2)nc2ccccc12 | 1 | -1.9 | -1 | -1 | 3 | -2 | -9 | -14 | 6 | 0.6
CN1CCSc2ccc(C(=O)Nc3cccc(F)c3)cc21 | -9 | 4.6 | 1 | 0 | 12 | -428 | -7 | 5 | 3 | 12
O=C(c1ccc(=O)oc1)N1CCCc2ccccc21 | 6 | -0.9 | 22 | 8 | -8 | -42 | -11 | 8 | 0 | 0.1
CC(C)(C)c1ccc(OC(=O)c2cccnc2)cc1 | / | -2.8 | -8 | / | 1 | 4 | 6 | -1 | 2 | 0.1
Cc1ccc(NS(=O)(=O)c2ccc(C(=O)N3CCN(c4ncccn4)CC3)cc2)cc1 | -5 | -1.8 | 0 | -6 | -8 | 3 | -12 | 15 | 3 | -0.1
O=[N+]([O-])c1ccc(N2CCN(c3ccccc3)CC2)nc1 | 7 | 3.0 | -2 | -5 | 0 | -1 | 2 | -5 | -1 | 0.2
COc1cccc(C(C(=O)NC2CCCC2)N2CCN(c3ncccc3C#N)CC2)c1OC (stereo not drawn) | -10 | / | 0 | -3 | 3 | -12 | 20 | -7 | 5 | 1.0
CCOC(=O)c1[nH]c2ccc(OC)cc2c1NC(=O)CCN1CCc2ccccc2C1 | -2 | -1.3 | -6 | -10 | -1 | -316 | -15 | 8 | 5 | -2.0
O=C(CCNC(=O)c1ccccc1)NN=Cc1ccc(Br)o1 | -3 | 0.6 | 3 | 1 | -1 | -25 | -3 | -4 | 11 | -0.3
Cc1ccc(NC(=O)Cc2nc(CN(C)CC(=O)Nc3ccc(C)cc3)cs2)cc1 | -1 | 1.3 | 0 | -2 | -59 | 2 | 5 | -10 | 3 | 0.2
O=S(=O)(Nc1nc2ccccc2nc1NCC1CCCO1)c1ccc(F)cc1 (stereo not drawn) | 1 | -0.9 | 25 | 0 | -17 | -131 | -7 | -8 | 1 | 3.5
O=C(COc1cccc2c1CCN(Cc1ccccc1F)C2=O)N1CCCCC1 | 2 | -1.1 | -6 | 7 | -3 | 3 | 13 | -1 | -4 | 0.4
